# Lamin A splicing: modulators of lamin A splicing; HeLa LMNA splicing GFP/RFP minigene ratio, 48 h; Potency, µM (highest dose often 46.1 µM), for the others: at the highest dose ratio change, negative = inhibition, hits mostly inhibitors; 0.01% of 200,000 active; AID 1487; active = well fitted inhibition curve with a large enough effect in the signal ratio, with a control signal flat, not every such curve was filed as active; inconclusive = small, poorly fitted or top-dose-only effect, or effect the other way, or a change in a side signal; the % refers to the signal ratio; note: potency is the fitted concentration of half-maximal effect; % is set by controls: 0 for no effect and ±100 for the full control effect
#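 S3 HeLa stable clones carrying a lamin A-EGFP splicing minigene plus DsRed2 were seeded at 600 cells/well in Opti-MEM with 2% FBS, pin-dosed and incubated 48 h at 37°C. Acumen cytometry (488 nm) gave the GFP/RFP total-intensity ratio.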
# CBFb RUNX1 block: blocks binding between human CBF-beta and RUNX1; 230,000 tested, under 10 active; AlphaScreen CBFb-His/RUNX1-biotin binding, biochemical; Q01196+Q13951; Potency, µM (titrated, usually from 59.8 µM), without a hit: at the highest dose activity, negative = inhibition, hits mostly inhibitors; note: % of control where 0% means no effect
# Target sequence (Q01196 whole entry, looked up): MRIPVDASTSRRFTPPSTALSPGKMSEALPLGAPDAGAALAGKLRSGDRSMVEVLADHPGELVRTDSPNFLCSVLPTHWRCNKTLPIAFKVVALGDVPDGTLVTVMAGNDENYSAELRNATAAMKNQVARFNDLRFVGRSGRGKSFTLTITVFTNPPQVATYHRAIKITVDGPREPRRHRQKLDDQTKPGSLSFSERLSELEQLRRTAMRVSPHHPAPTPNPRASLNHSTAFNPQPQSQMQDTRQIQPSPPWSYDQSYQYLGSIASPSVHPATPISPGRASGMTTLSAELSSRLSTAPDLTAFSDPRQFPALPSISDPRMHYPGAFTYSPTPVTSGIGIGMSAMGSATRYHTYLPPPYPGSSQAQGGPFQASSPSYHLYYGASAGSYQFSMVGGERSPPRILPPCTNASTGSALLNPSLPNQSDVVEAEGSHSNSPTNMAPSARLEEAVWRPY
# Target sequence (Q13951 whole entry, looked up): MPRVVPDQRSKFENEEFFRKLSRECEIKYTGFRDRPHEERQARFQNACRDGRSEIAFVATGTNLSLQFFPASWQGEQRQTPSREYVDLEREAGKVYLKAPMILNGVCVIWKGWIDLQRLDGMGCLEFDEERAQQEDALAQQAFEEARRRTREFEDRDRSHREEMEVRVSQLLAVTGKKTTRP
#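 Room-temperature protein-protein interaction test with 30 nM each of His-tagged CBF-beta and biotinylated RUNX1, 15 min with compound, then 90 min with nickel plus streptavidin beads. Signal read in AlphaScreen mode.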
# HTT aggregate: inhibitors of mutant huntingtin aggregate formation in PC12 cells; 1.1% of 220,000 active; PC12 HttQ103-GFP aggregates, Acumen cytometry, 40 h; AID 1688; Potency, µM (series often up to 46.1 µM), inactives show at the top dose activity change, negative = inhibition, hits mostly inhibitors; note: potency is the fitted concentration of half-maximal effect; % is set by controls: 0 for no effect and ±100 for the full control effect; nearly all actives have a fitted effect of over 60% in size
#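 Huntingtin Q103 exon 1–GFP aggregates in induced PC12 cells (100 nM tebufenozide) were quantified by cytometry from lysates, with compounds dosed in titration.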
# aGlu spleen mod: inhibitors or activators of human alpha-glucosidase in spleen homogenate | P10253 | human spleen homogenate, 4-MU-alpha-glucoside fluorescence | Potency, µM (titrated, usually from 79.9 µM), for the others: at the top dose activity change, negative = inhibition, actives largely listed as inhibitors | 0.006% of 240,000 active;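 note: potency is the fitted concentration of half-maximal effect; 0% = enzyme with vehicle and -100% = no enzyme basal signal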
#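 Human spleen homogenate (1 ug) incubated with compounds and 1 mM 4-methylumbelliferyl-alpha-D-glucopyranoside in pH 5.0 citrate/phosphate buffer, 37 C, 40 min. Stopped at pH 10; 4-MU fluorescence (Ex 365/Em 440 nm); AC50 by Hill fit.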
# GAA glycogen: inhibitors or activators of human alpha-glucosidase glycogen cleavage | 0.38% of 300,000 active | P10253 | Potency, µM (top dose mostly 76.4 µM), for inactives: top-dose activity change, negative = inhibition, usual class: inhibitors | recombinant GAA, glycogen substrate, Amplex Red glucose oxidase fluorescence;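 note: potency is the fitted concentration of half-maximal effect; 0% = full enzyme reaction and -100% = no-enzyme basal signal; the screen sought inhibitors and activators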
#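 Recombinant human alpha-glucosidase (4 nM final) hydrolysed bovine liver glycogen (30 ug) for 40 min at 37 C in pH 5.0 citrate/phosphate with 0.01% Tween-20. Released glucose detected by glucose oxidase/Amplex Red, Ex 573/Em 610 nm. Compounds up to 77 uM; AC50 from Hill fits.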
# HTT ATP protect: protects HTT-Q103 PC12 cells, measured by ATP | AID 1471 | Potency, µM (titrated, usually from 56.4 µM), for the others: cytoprotection (ATP increase), hits mostly activators | 0.14% of 230,000 active | PC12 HTT-Q103 induced, cytoprotection, ATP luminescence, 40 h;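 note: potency is the fitted concentration of half-maximal effect; % of control where 0% means no effect; nearly all actives have a fitted effect of over 45% in size; toxic huntingtin expression switched on by the ecdysone agonist tebufenozide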
#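 PC12 cells with ecdysone-inducible HTT exon 1 Q103-GFP, induced with 100 nM tebufenozide and co-treated with library compounds in a dose series (1536-well, 1500 cells/well). Cytoprotection read as ATP content by ATPlite luminescence.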
# GAA inhib: blocks human lysosomal alpha-glucosidase. Potency, µM (titrated, usually from 76.9 µM), for inactives: at the highest dose activity change, negative = inhibition, hits mostly inhibitors. P10253. 0.005% of 200,000 active. purified human GAA, 4-MU-alpha-glucoside fluorescence;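 note: potency is the fitted concentration of half-maximal effect; plate controls were uninhibited enzyme wells for no effect and no-enzyme background for full effect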
#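 Human enzyme at 4 nM with 400 uM 4-methylumbelliferyl-alpha-D-pyranoside, citrate/phosphate buffer pH 5.0, 0.005% Tween-20, 20 min at room temperature. Compounds up to 77 uM. 4-MU fluorescence (Ex 365/Em 440) read after NaOH/glycine stop; AC50 from Hill fit.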
# An asterisk follows results filed as active; ? = inconclusive; · = no result given; & = joins results of further samples; [ ] = another dose, or the depositor's remark. Unless noted, calls come from the whole dose curve; as a rule, active = well fitted curve in the direction sought with a large enough effect; inconclusive = small, poorly fitted or top-dose-only effect, or another doubt; inactive = no such curve, though single readings can be large; an effect the other way counts as inactive or inconclusive.
# Below each compound: Lamin A splicing, CBFb RUNX1 block, HTT aggregate, aGlu spleen mod, GAA glycogen, HTT ATP protect, GAA inhib
- O=C(c1ccco1)N1CCN(S(=O)(=O)c2ccc(F)cc2)CC1
  5%, ?, -2%, -5%, 1%, 3%, -14%
- Cc1cccc(OCc2nnc(SCC(=O)Nc3ccc(C)c(Cl)c3)o2)c1
  0%, 4%, -16%, -15%, -1%, 0%, -1%
- c1ccc(CCNc2ncnc3scc(C4COc5ccccc5O4)c23)cc1 (stereo not drawn)
  -20%, 3%, -21%, -11%, -6%, -59%[inhibitor], -4%
- COC(=O)c1cc(=O)c2cccc(OC)c2[nH]1
  -6%[46 µM], 11%, 8%[9.22 µM], 25%, 3%, 14%[10 µM], ?
- CCOC(=O)C1CCN(C(=O)c2ccc(OCC)c(OCC)c2)CC1
  6%, 0%, 7%, -24%, 1%, -21%[10 µM], 1%
- O=C(COc1ccccc1)Nc1ccc(S(=O)(=O)N2CCCC2)cc1
  4%, 2%, -13%, 4%, -5%, -14%, -3%[15.4 µM]
- NC(=S)N/N=C1\CCSc2ccc(Cl)cc21
  ·, 10%, 27%[9.22 µM], -1%, -1%, ?, ·
- O=C(NNc1nc(-c2ccccc2)cs1)c1ccc(F)cc1
  ?, -18%, ?, -2%, ?, -9%[10 µM], -3%
- COc1cc2nc(SCc3ccc(C(F)(F)F)cc3)n(Cc3cccs3)c(=N)c2cc1OC
  -2%, 12%, -21%, -8%, 4%, 10%[10 µM], 2%
- CCC(=O)Nc1cccc(C2=NOC3(C2)C[C@@H](C(N)=O)N(C(=O)COc2ccc(Cl)cc2)C3)c1 (stereo partly drawn)
  ·, 17%, -5%[9.22 µM], 4%, 1%, -12%[10 µM], ·
- Cc1ccc(CNC(=O)C(=O)NCC2OCCN2C(=O)c2ccc(Cl)cc2)cc1 (stereo not drawn)
  -8%, -6%[2.36 µM], -16%, 0%, -3%, ·, 3%
- O=C(Nc1ccncc1)C1COc2ccccc2O1 (stereo not drawn)
  -17%, 17%, -14%, 1%, 6%, 10%, -7%
- O=C(Nc1cc(S(=O)(=O)N2CCOCC2)ccc1O)c1ccc2c(c1)S(=O)(=O)c1ccccc1C2=O
  -3%[46 µM], 11%, 24%, -9%, -2%, ·, -13%
- O=c1[nH]c(NCCO)nc2c1C1(CCCCC1)Cc1ccccc1-2
  19%, -4%, -16%, 12%, 4%, -10%, ?
- O=C(CSc1nc2cc(Cl)ccc2o1)N1CCOCC1
  -1%, 9%, 8%, 1%, -5%, -14%[10 µM], 5%
- Cc1ccc2cc(C(c3nnnn3Cc3ccccc3)N3CCc4ccccc43)c(=O)[nH]c2c1 (stereo not drawn)
  9%, -10%, ?, 5%, -13%, -21%, -2%
- COC1=CC(=O)OC12CCCCC2
  11%, 0%, 7%, -5%, 7%, -6%, 9%
- C(=N\Nc1ccc2ccccc2n1)/c1ccc2c(c1)OCO2
  ·, 10%, ?, ·, ?, -158%[inhibitor], ?
- COc1cc(/C=N/n2cnnc2)ccc1OC(=O)c1cccnc1
  3%, 11%, -20%, -28%, 6%, -11%, -11%
- Cc1ccc(C)c(NC(=S)Nc2cccc3cnccc23)c1
  -12%[46 µM], -12%, 13%, -2%, -14%, ?, 5%

# The listing continues.
# Below each compound: Lamin A splicing, CBFb RUNX1 block, HTT aggregate, aGlu spleen mod, GAA glycogen, HTT ATP protect, GAA inhib
- CS(=O)(=O)c1ccc(Cl)c(S(=O)(=O)NCc2ccccc2)c1
  -14%, 5%, -29%, -5%, 6%, 4%, -2%
- CCOC(=O)c1cccc(NC(=O)CN(c2ccc(OC)cc2)S(=O)(=O)c2c(C)noc2C)c1
  ?, 3%, -11%, -1%, -11%, -3%, -9%
- Cc1ccc(SCCC(=O)Nc2ccccc2Br)cc1
  ·, -7%, 15%[9.22 µM], 2%, -5%, 16%[10 µM], -21%
- O=C(Nc1ccc(C(=O)N2CCOCC2)cc1)Nc1cccc(Cl)c1
  ?, 2%, 11µM*, 3%, -6%, -25%[10 µM], -5%
- CCOC(=O)c1[nH]c(C)c(/C(O)=C2\C(=O)C(=O)N(CCCN(C)C)C2c2ccncc2)c1C (stereo not drawn)
  0%, 1%, 13%, 2%, 7%, -15%, -7%
- O=C(CCSc1nc2cc(Cl)ccc2o1)N1CCOCC1
  -5%, 5%, -1%, 4%, 2%, 6%[10 µM], -2%
- Oc1ccc(C=NC2CCCCC2)cc1
  ·, 6%, -22%[9.22 µM], -1%, 0%, 5%[10 µM], ·
- COc1cccc(/C=N/NC(=O)c2cccc([N+](=O)[O-])c2)c1OS(=O)(=O)c1ccccc1
  -5%, -13%, -21%, -2%, 0%, -23%, 2%
- CN(C)C(=O)Nc1cnc2ccccc2c1
  -2%, 0%, 1%, -7%, 2%, -15%, -4%
- CC(=O)Nc1ccc(N2C(=O)CSC2c2ccccc2[N+](=O)[O-])cc1 (stereo not drawn)
  12%[46 µM], -5%, 11%, -1%, -15%, -7%, 0%
- CC(=O)c1ccc(OCC(O)CN2CCN(Cc3ccccc3)CC2)cc1 (stereo not drawn)
  4%, 0%, 15%, -7%, 2%, -13%, 0%[15.4 µM]
- C=CCn1c(NS(=O)(=O)c2ccccc2)c(S(=O)(=O)c2ccc(C)cc2)c2nc3ccccc3nc21
  -12%, -4%, 1%, 4%, 10%, -18%[10 µM], -3%
- COc1ccc(/C=N\NC(=O)c2cccc(Br)c2)c(OC)c1
  ?, -3%, -6%[9.22 µM], -7%, -11%, 13%[10 µM], 7%
- O=c1c(-c2nc3ccccc3s2)cccn1Cc1ccccc1
  -4%, ?, -6%, ?, ?, 1%, ?
- COc1cc(/C=C/C(=O)OCC(=O)NCCN2C(=O)CSC2=O)ccc1OC(F)F
  ·, 7%, 14%, 2%, -2%, -34%[inhibitor], 0%
- CCOC(=O)c1c(Cl)c(C)nn1-c1nc(OC)cc(OC)n1
  -5%, 3%, -8%, -4%, -2%, ·, -2%
- O=C(CCCn1c(=S)[nH]c2cc3c(cc2c1=O)OCO3)N1CCN(c2ccccc2F)CC1
  -3%, 4%, -8%, -6%, -6%, 8%[10 µM], 0%
- CCCCCn1c(=O)[nH]c2cc(C(=O)NCCc3ccc(OC)c(OC)c3)ccc2c1=O
  3%, 4%, -5%, -10%, -10%, 8%, -1%
- Cc1nc(CS(=O)(=O)c2ccccc2)cc(N2CCN(c3ccccc3F)CC2)n1
  -5%[9.22 µM], 2%, -6%, 4%, 2%, -17%, 10%
- CCC(=O)N1N=C(c2ccc(C)cc2)CC1c1ccco1 (stereo not drawn)
  ·, 3%, -13%[9.22 µM], 0%, 2%, 6%[10 µM], ·

# (more compounds)
# Below each compound: Lamin A splicing, CBFb RUNX1 block, HTT aggregate, aGlu spleen mod, GAA glycogen, HTT ATP protect, GAA inhib
- CN(C)/C=C(\C#N)S(=O)(=O)C(C)(C)C
  ·, -5%, -10%, 1%, -7%, -5%, -5%
- C=C1c2cc(C)ccc2NC(=O)N1c1ccc(C)cc1
  -8%, 10%, 7%, 6%, -3%, -14%, ?
- O=C1CCc2cc(S(=O)(=O)N3CCCC3C(=O)N3CCN(c4ccccc4F)CC3)ccc2N1 (stereo not drawn)
  2%, -2%, 22%, -13%, 7%, -19%, -9%[15.4 µM]
- Cc1ccc(C(c2sc3nc(C)nn3c2O)N2CCN(CCO)CC2)cc1 (stereo not drawn)
  ·, 6%, -7%[9.22 µM], 3%, -3%, -1%[10 µM], ·
- O=C1CC(c2cccc(Cl)c2)CC(O)=C1C=Nc1ccccc1 (stereo not drawn)
  -11%, 7%, ?, 3%, 1%, 5%[10 µM], -3%
- CCOc1ccc(N2C(=O)CC(SC(=NC)Nc3cccc(OC)c3)C2=O)cc1 (stereo not drawn)
  8%[46 µM], 6%, -25%[9.22 µM], -6%, -10%, 8%[10 µM], ?
- COc1cc(/C=C(\C#N)C(=O)N2CCc3ccccc32)ccc1O
  4%[46 µM], 6%, -22%[9.22 µM], 5%, -15%, -11%[10 µM], ?
- O=S(=O)(NCC(c1cccnc1)N1CCOCC1)c1cccs1 (stereo not drawn)
  -2%, 4%, -13%, -2%, 5%, 11%[10 µM], -6%
- O=C(NC(=S)N1CCOCC1)C12CC3CCC(CC(C3)C1)C2
  -2%, -2%, -5%, -5%, 8%, 23%[10 µM], 0%
- O=C(Cn1ncc(Cl)c(Cl)c1=O)N1CCOCC1
  ?, 7%, ?, 15%, -13%, 5%[10 µM], -2%
- COc1ccc(CNC(=O)COC(=O)c2ccccc2OCC(=O)Nc2ccc(SC(F)F)cc2)cc1
  ·, 7%, 11%[9.22 µM], 0%, 5%, 13%[10 µM], ·
- CCCCNC(=S)N(Cc1ccco1)Cc1cc2cc3c(cc2[nH]c1=O)OCCO3
  ?, -12%, -11%, -8%, 1%, -11%[10 µM], -14%
- COC(=O)c1cc2c(C(F)(F)F)nn(C)c2s1
  0%[46 µM], 9%, 12%[9.22 µM], 3%, 3%, 19%[10 µM], -3%
- O=C(Nc1ccc(F)cc1)N(Cc1cccs1)Cc1cc2cc3c(cc2[nH]c1=O)OCO3
  ?, -5%, -12%, -6%, -3%, 6%[10 µM], -11%
- Cc1ccc(NCc2ccc(O)c3ncccc23)cc1C
  ·, -3%, -5%[9.22 µM], 9%, -1%, -48%[inhibitor][10 µM], ?
- CC(C)(C)NC(=O)CN(C(=O)CSc1nnc(COc2ccccc2)o1)c1cccc(F)c1
  -16%, 4%, 7%, -4%, -1%, -2%, -8%
- Cc1ccc(OCc2nnnn2-c2ccccc2)cc1
  -6%, 3%, -9%, -3%, 13%, 6%[10 µM], -1%
- Cc1ccc(S(=O)(=O)Nc2ccc(O)c3ncccc23)cc1
  ·, ?, ?, 1%, ?, -182%[inhibitor], ?
- CC(=O)Nc1cc(N2C(=O)CCC2=O)ccc1Cl
  -4%, 4%, 6%, -3%, -3%, 3%, -1%
- O=C(CCCCn1c(=O)[nH]c2ccccc2c1=O)N1CCN(c2cccc(C(F)(F)F)c2)CC1
  ?, -2%, ?, -3%, 9%, -64%[inhibitor], ?
- C[C@@H](C(=O)NCc1ccc(S(C)(=O)=O)cc1)[C@H]1C[C@]1(C)[C@H](NC(=O)OCc1ccccc1)c1ccccc1
  -8%, -3%[2.36 µM], 14%, -12%&-9%, ·, 18%, 8%
- COc1ccc(-c2nn(-c3ccccc3)cc2/C=C/C(=O)N2CCN(c3ccccn3)CC2)cc1
  ·, -12%, ?, 2%, -2%, -123%[inhibitor], 0%

# Compound activity from PubChem BioAssay.
